HIF-2a block = HIF-2a inhibition. 786-0 RCC cells HIF-2a reporter, luciferase luminescence, overnight. 360,000 compounds, 0.72% hits. inhibition, % at 18.8 µM;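 active = inhibition of the luminescence signal of 40% or more relative to plate controls, in a single-dose primary screen at 18.75 µM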
PDI inh = inhibitors of human protein disulfide isomerase; P07237; PDI insulin aggregation turbidity, A650, 90 min; inhibition, % at 10 µM; 350,000 compounds, 0.052% hits; AID 588391;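 active = mean inhibition across replicates of 30% or more, whatever share of single replicates reach that level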;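 also: absorbance from insulin aggregation driven by PDI reduction with DTT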
iPSC survival up = enhancers of human iPSC single-cell survival. hiPSC single-cell survival, ATPlite luminescence; 100% = ROCK inhibitor wells, 0% = DMSO. survival enhancement, % at 20 µM. 360,000 compounds, 0.044% hits. AID 602274; in the data active = survival enhancement above about 18%;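 also: cells exposed to compounds for 16 hours before the ATP read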
CaV13 ICDI inh = Disruptors of the CACNA1D IQ motif to Ca2+-dependent inactivation inhibitor domain association, primary screening, Förster resonance energy transfer in intact living …; HEK cells, CFP/YFP FRET ICDI-IQ, plate reader, 10 min; percent FRET-ratio fall versus neutral wells; inhibition, % at 12.3 µM; 340,000 compounds, 0.098% hits;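 active = mean replicate inhibition of at least 30% and at least 1% of replicates passing that level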;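 also: 0% = median of the neutral control wells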
NR2E3 ag-1 = activates human NR2E3 receptor | CHO-S Gal4-NCOR/VP16-NR2E3 two-hybrid, luciferase | inhibition of corepressor binding, % at 3.98 µM | 360,000 compounds, 0.35% hits | AID 602229;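 active = inhibition above the mean of all tested compounds plus 3 SD, cut at about 70% in these data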;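 also: 0% = DMSO with NR2E3 transfected cells and 100% = cells lacking NR2E3 construct; higher means lower luciferase signal from less NR2E3 corepressor binding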
Target sequence (Q9Y5X4 whole entry, looked up, the tested form may be a part): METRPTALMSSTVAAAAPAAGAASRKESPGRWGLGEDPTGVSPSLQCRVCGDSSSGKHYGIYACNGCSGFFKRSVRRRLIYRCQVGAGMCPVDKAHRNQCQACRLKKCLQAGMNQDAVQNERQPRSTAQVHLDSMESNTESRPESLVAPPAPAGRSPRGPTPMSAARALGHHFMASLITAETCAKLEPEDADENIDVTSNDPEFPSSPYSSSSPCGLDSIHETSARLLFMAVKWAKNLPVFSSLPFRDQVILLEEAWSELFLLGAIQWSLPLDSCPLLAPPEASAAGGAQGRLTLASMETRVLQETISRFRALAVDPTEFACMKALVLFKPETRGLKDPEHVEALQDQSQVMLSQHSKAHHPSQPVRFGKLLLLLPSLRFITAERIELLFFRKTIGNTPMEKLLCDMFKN
Shn3 inh set2 = Schnurri-3 reporter inhibition in Clone20 osteoblasts; inhibition, % at 12.5 µM; Clone20 osteoblast Shn3 3'UTR firefly luciferase, 24 h; 360,000 compounds, 0.52% hits;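 active = mean inhibition of at least 75% with every replicate also reaching 75%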;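 also: 0% = median of neutral control wells and 100% = pilot-screen positive control compound; some compounds past the cut are filed as inactive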
NR2E3 ag-2 = agonists of human nuclear receptor NR2E3 | AID 2300 | Q9Y5X4 | 320,000 compounds, 0.12% hits | GST-NR2E3/biotin-RetCOR TR-FRET, 1536-well | inhibition of corepressor binding, % at 4.78 µM;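 active = percent inhibition above the cutoff of mean plus 3 SD of all tested compounds, set per screening campaign, cut at about 20% in these data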;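 also: 0% = DMSO wells and 100% = biotin wells as full block of FRET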
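Material: NR2E3–RetCOR corepressor complex / Amount: 1.35 nM GST-NR2E3 / Medium: Tris pH 7.5 / Compound: single nominal compound dose of 4.8 µM / Incubation: 5 h at 4 °C / Technique: TR-FRET, Eu(K)-anti-GST donor, streptavidin-D2 acceptor, ex 340, em 617/671 nm / Read-out basis: percent loss of FRET ratio relative to control wells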
MITF TRPM1 inh = inhibitors of MITF-driven TRPM1 promoter in melanoma cells. SK-MEL-5 TRPM1 promoter luciferase, 24 h. inhibition, % at 12.5 µM. 330,000 compounds, 0.83% hits. AID 488899;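 active = mean inhibition across replicates of 60% or more, whatever share of single replicates reaches that level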; also: values of inactives mirror those of a sister screen read the other way
Peg3 prom inh = reduces Peg3 promoter-driven luciferase expression in HeLa | AID 588405 | 360,000 compounds, 1.7% hits | inhibition, % at 20 µM | HeLa PEG-Prom luciferase reporter, luminescence, overnight;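 active = inhibition of at least 50% at 20 µM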
m5-HT2A agonist = agonists of mouse serotonin 5-HT2A receptor (HTR2A) | activation, % at 7.6 µM | AID 624169 | CHO-K1 mHTR2A beta-arrestin complementation, luminescence; percent of 30 µM serotonin response | 360,000 compounds, 0.66% hits | P35363;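 active = activation above a run cutoff, the mean activation of all tested compounds plus 3 SD, cut at about 14% in these data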;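 also: 0% = plate median of compound wells and 100% = 30 µM serotonin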
Target sequence (P35363 whole entry, looked up): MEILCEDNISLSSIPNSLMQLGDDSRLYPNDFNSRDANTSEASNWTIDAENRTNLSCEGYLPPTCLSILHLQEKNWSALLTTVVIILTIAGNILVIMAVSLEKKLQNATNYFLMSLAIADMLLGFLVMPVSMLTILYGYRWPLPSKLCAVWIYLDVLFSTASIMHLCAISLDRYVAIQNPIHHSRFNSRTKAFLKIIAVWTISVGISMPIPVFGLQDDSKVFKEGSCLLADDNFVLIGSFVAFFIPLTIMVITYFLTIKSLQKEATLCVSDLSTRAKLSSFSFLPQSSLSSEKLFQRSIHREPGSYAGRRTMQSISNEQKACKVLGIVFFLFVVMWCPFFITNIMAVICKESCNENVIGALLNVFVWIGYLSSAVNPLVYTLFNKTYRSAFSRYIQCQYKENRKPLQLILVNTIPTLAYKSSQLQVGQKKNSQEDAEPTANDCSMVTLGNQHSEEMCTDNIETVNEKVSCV
H9c2 protect = myocardial damage modulation in H9c2 cells. AID 588492. H9c2 cardiomyocytes, H2O2 injury protection, ATPLite, 2 h. protection from H2O2 cell death, % at 20 µM. 360,000 compounds, 0.63% hits;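 active = compounds giving at least 50% protection of heart cells from peroxide-induced death in the single-dose screen, raw or plate-pattern-corrected value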;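 also: 0% = DMSO wells with peroxide and 100% = DMSO wells without peroxide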
* = called active by the depositor; · = no result given.

Screens in order: HIF-2a block	PDI inh	iPSC survival up	CaV13 ICDI inh	NR2E3 ag-1	Shn3 inh set2	NR2E3 ag-2	MITF TRPM1 inh	Peg3 prom inh	m5-HT2A agonist	H9c2 protect
- Cc1ccc(/C=N/NC(=O)c2cccc(NC(=O)c3ccccc3Cl)c2)o1
    -23.6	-1.7	-0.4	-2.6	-23.6	-6.4	2.4	-0.6	-25.8	-9.3	14.4
- CCc1cc(=O)oc2cc(C)cc(OC(C)C(=O)NCc3ccncc3)c12 (stereo unspecified)
    16.5	-9.3	-0.4	-15.1	-15.2	-3.4	-1.6	5.9	5.0	9.4	4.9
- CCCN1CCC(NC(=O)Nc2ccccc2C(=O)OC)CC1
    -1.6	1.0	-0.7	-8.2	-16.5	-12.4	2.9	0.8	-3.3	1.7	-0.4
- Cc1ccc(NC(=O)C2(C)Cc3ccccc3C(=O)O2)cc1 (stereo unspecified)
    -14.9	-6.8	-1.5	-5.0	10.7	-5.6	5.6	-6.6	-23.9	9.4	-2.9
- Cc1ccc(C)c(Cn2c3ccccc3c3cnn(CC(=O)NCc4ccccn4)c(=O)c32)c1
    4.0	-5.1	0.0	-7.9	11.6	14.5	-2.0	1.7	-11.3	4.3	-4.1
- Nc1ccc(-c2nc3ccccc3o2)cc1
    -129.5	-0.8	-0.7	-20.1	-135.5	-23.8	-1.1	0.3	-305.7	1.1	-7.1
- Cc1cccc(C)c1NC(=O)CNC(=O)c1ccncc1
    -7.8	17.2	-0.5	-3.2	-17.0	7.9	1.3	14.0	3.7	8.4	-0.8
- Cc1cc(C)c(C(=O)OCc2csc(CC(=O)Nc3ccccc3C)n2)c(C)c1
    8.5	0.1	-0.3	-10.1	-14.5	35.0	-0.2	-5.3	21.2	-4.6	-4.0
- COc1cc(C(=O)C(=O)c2ccc(O)c(OC)c2)ccc1O
    -6.1	-8.2	-0.2	-19.1	-84.1	0.2	2.3	-5.2	-28.4	7.2	2.4
- COc1ccc(S(=O)(=O)N2CCc3cc(OC)c(OC)cc3C2)cc1
    7.4	-5.9	0.7	-9.3	-11.6	5.9	0.0	0.2	-7.5	2.2	-5.3
- CCCCNC(=O)c1onc(CSc2cc(C)cc(C)c2)c1C(=O)O
    5.7	3.1	2.4	-9.1	21.4	-25.4	1.9	0.9	10.3	-10.8	1.6
- COC(=O)c1ccc(Oc2nc(NC(C)C)nc(NC(C)C)n2)cc1
    8.9	-11.9	2.2	-14.9	-23.9	-2.6	1.6	2.4	10.1	1.4	1.0
- COc1ccc(O)c(/C=N/NC(=O)c2cccc(N3CCCC3=O)c2)c1
    -36.4	9.4	-0.5	-3.2	-13.6	69.4	0.1	30.0	26.6	1.0	24.4
- Cc1sc(-n2c(C)cc(/C=N/n3cnnc3)c2C)c(C#N)c1C
    -16.6	-3.5	-0.2	-5.4	16.3	46.0	0.5	16.9	-3.6	-2.4	-11.6
- COC(=O)Cc1[nH]nc2c1C(c1ccc(O)c(OC)c1)C(C#N)=C(N)O2 (stereo unspecified)
    17.6	5.8	-0.5	-3.1	-19.9	-15.9	0.3	-6.2	3.7	-3.2	2.0
- CCC(C)Sc1ccc([C@@H]2[C@H]3C(=O)N(CC)C(=O)[C@H]3[C@]3(C(=O)OC)CCCN23)cc1OC (stereo partly specified)
    -2.5	-3.4	0.0	-9.6	16.9	-4.8	3.2	-1.3	-1.6	-2.3	4.9
- O=C(O)c1c2c(nc3ccccc13)/C(=C/c1cccc([N+](=O)[O-])c1)CCC2
    -20.7	-4.7	0.2	-2.9	-36.7	-11.2	2.6	0.6	-29.4	-0.2	3.6
- COC(=O)c1ccc(/C=N/NC(=S)NCCN2CCOCC2)cc1
    20.3	-5.0	-0.3	·	14.3	42.9	3.0	2.8	13.1	2.0	19.5
- C[C@H](NC(=O)[C@@H]1Cc2ccccc2CN1)C(=O)NC1CCCC1
    5.6	3.7	-0.8	-3.0	10.0	-2.3	1.9	4.2	-1.3	3.9	4.1
- CC(=O)Nc1nnc(SCC(=O)NCCOc2ccccc2)s1
    9.7	5.1	-1.1	-5.6	-8.7	6.4	0.5	-2.4	-4.0	5.9	8.9
- CN(C)CCNC(=O)CNC(=S)N(Cc1ccccc1)Cc1ccccc1F
    20.0	4.1	-0.8	-3.7	-4.8	0.6	-1.1	-4.7	5.4	5.8	0.0
- Cc1ccc(NC(=O)c2cc(S(=O)(=O)N3CCCCC3)ccc2N2CCOCC2)c(C)c1
    14.1	-1.0	1.1	-5.5	-3.7	-10.0	·	·	12.2	1.1	1.6
- CN(C)c1cc(-c2ccc(C#N)cc2)oc(=O)c1Cl
    5.3	2.1	-0.5	-0.9	-19.1	-4.3	4.4	·	-4.4	-2.7	1.8
- Cn1c(/N=C/c2cccs2)nc2ccccc21
    -9.0	-9.2	6.2	-7.2	-4.9	7.7	-0.2	13.3	7.3	2.2	6.1
- COc1ccc(CN2CCN(Cc3c[nH]c4ccccc34)CC2CCO)c(F)c1 (stereo unspecified)
    -1.7	6.9	0.5	-5.4	-17.4	-2.6	-1.2	11.6	-4.6	4.5	-4.2
- COc1cccc(CN=C2Nc3ccccc3CS2)c1
    -74.1	5.4	1.3	-0.9	-58.1	-3.2	-1.3	-33.3	-62.6	-2.1	6.7
- COc1cccc(N(CC(=O)N2CCc3ccccc3C2)S(C)(=O)=O)c1
    18.2	-0.4	-2.1	-4.5	-0.9	13.4	0.5	-11.3	11.0	-2.7	4.9
- Cc1cc(/C=N/n2c(COc3ccccc3)nc3ccccc3c2=O)c(O)c([N+](=O)[O-])c1
    -46.4	7.0	0.1	-13.1	-37.4	78.1	1.6	23.3	-18.4	-5.8	29.9
- CN(C)S(=O)(=O)c1ccc(N=Cc2c(C(F)(F)F)[nH][nH]c2=O)cc1
    12.6	4.6	-0.4	-6.7	-7.1	12.5	2.6	6.1	-2.1	-4.8	4.2
- O=C(NCc1ccco1)c1cccc2c1C(=O)c1ccc(N3CCC(Cc4ccccc4)CC3)cc1S2(=O)=O
    16.9	-2.6	6.5	·	2.1	-0.2	·	5.9	16.2	4.3	3.5

As entered above.
Entry of Cc1ccc(/C=N/NC(=O)c2cccc(NC(=O)c3ccccc3Cl)c2)o1 under Peg3 prom inh: -25.8
Entry of COc1cc(C(=O)C(=O)c2ccc(O)c(OC)c2)ccc1O under Shn3 inh set2: 0.2

Continued.
Screens in order: HIF-2a block	PDI inh	iPSC survival up	CaV13 ICDI inh	NR2E3 ag-1	Shn3 inh set2	NR2E3 ag-2	MITF TRPM1 inh	Peg3 prom inh	m5-HT2A agonist	H9c2 protect
- CCN(C(=O)COC(=O)c1ccccc1O)c1cccc2ccccc12
    -43.4	-7.6	0.0	-5.3	8.4	-12.2	·	-2.7	-40.9	-1.1	9.7
- O=C(O)c1ccc(NS(=O)(=O)c2ccc(N3CCCC3)c([N+](=O)[O-])c2)cc1
    20.8	-2.3	0.5	-19.4	-12.7	-2.7	-2.9	-3.8	6.5	7.3	5.1
- CC1CCCCN1C(=S)NCc1ccccc1 (stereo unspecified)
    17.7	6.3	-1.0	-4.4	-5.2	4.3	-5.3	-21.9	15.8	-0.3	6.3
- CC(C)NS(=O)(=O)c1cc(F)ccc1CN1C(=O)c2cccnc2C1=O
    11.6	4.1	-0.3	-18.2	-8.9	-7.0	0.2	-9.4	11.4	-1.0	-4.1
- CC1C=CCC2C(=O)N(c3cccc(C(=O)Nc4ccc(Br)cc4)c3)C(=O)C12 (stereo unspecified)
    -24.5	-10.2	0.3	·	-16.7	0.1	-2.4	12.2	-46.8	-3.2	-7.7
- Clc1ccc(OCCn2cnc3ccccc32)cc1
    -72.6	-13.1	2.4	·	-12.6	18.0	-2.4	-20.7	-85.5	-1.2	-14.3
- O=C(COc1ccccc1[N+](=O)[O-])Nc1cccc(S(=O)(=O)NC2=NCCCCC2)c1
    -15.5	-5.0	-0.4	-5.6	-2.7	3.8	2.6	6.4	-3.1	1.5	3.7
- CN(C)S(=O)(=O)c1cc(C(=O)OCCn2cnc3c2c(=O)n(C)c(=O)n3C)ccc1Cl
    -2.3	14.1	-0.7	-1.0	-22.0	10.8	0.3	9.6	-0.8	-3.8	-0.7
- S=C(NNC(=S)NC1CC2CCC1C2)NC1CC2C=CC1C2 (stereo unspecified)
    -48.8	3.0	0.7	-4.8	-1.9	15.4	1.2	4.2	-20.5	-1.3	-0.6
- NC(=O)c1ncn([C@@H]2O[C@H](CNCc3cccc4c3sc3ccccc34)[C@@H](O)[C@H]2O)n1
    1.3	0.7	6.8	-5.6	-45.4	-0.5	·	-1.6	11.0	3.5	3.0
- O=C1CCCCN1CCCC(=O)N1CCCC(Nc2ccc(F)c(F)c2)C1 (stereo unspecified)
    -1.7	15.0	-0.4	·	-9.9	-16.7	1.4	9.3	7.5	1.7	1.1
- O=C(O)c1ccc(C=C(c2nc3ccccc3s2)c2nc3ccccc3s2)cc1
    50.1*	3.7	-0.2	-6.7	27.1	-1.2	-0.2	12.6	18.9	1.4	-6.0
- CCOC(=O)c1cc(S(=O)(=O)Nc2ccc(OC)cc2OC)cn1C
    0.9	-5.2	-0.4	-15.0	-4.7	-1.6	0.6	-1.3	2.0	6.0	-2.8
- C[C@H]1COc2cc(N3CCN(Cc4ccccc4F)CC3)ccc2S(=O)(=O)N1
    17.3	·	0.4	-3.4	-14.5	·	·	·	·	-2.6	·
- CCC1(c2ccc(F)cc2)NC(=O)N(CC(=O)N2CCc3ccccc32)C1=O (stereo unspecified)
    12.2	6.8	0.3	-2.6	-5.4	-91.1	-0.9	13.1	-1.9	3.4	-11.6
- O=C1NC2NC(=O)N(C(Cc3ccccc3)C(=O)O)C2N1 (stereo unspecified)
    5.6	2.0	0.4	-5.7	-20.6	4.0	-1.9	2.2	11.4	-0.3	-1.2
- Cc1ccc(OCC(=O)Nc2cc(C(C)(C)C)on2)cc1C
    -104.4	-3.3	1.0	·	0.9	-2.8	1.0	-21.7	-115.3	4.6	-5.5
- CCOC(=O)C(CC)Sc1nc2c(cnn2-c2ccccc2)c(=O)[nH]1 (stereo unspecified)
    6.5	·	-2.1	-4.7	-6.3	-20.0	3.3	·	22.5	-2.4	-11.0
- CCOc1cc(S(=O)(=O)NC2CCCCCC2)ccc1F
    13.8	-7.2	6.7	·	36.6	29.6	1.7	2.2	17.4	-5.1	-22.3
- Clc1cccc(CNc2nnnn2-c2ccccc2)c1
    19.2	2.5	-3.3	-3.6	32.3	65.5	0.3	13.4	26.8	-8.4	-24.9
- CC(=O)Nc1ccc(C=NNC(=O)c2ccc(NS(=O)(=O)c3cccs3)cc2)cc1
    -36.2	0.4	-2.0	-10.3	0.5	-0.4	·	-2.2	99.8*	4.7	-5.3
- Cc1cccc(NC(=O)c2ccc3c(Cl)c4c(nc3c2)CCCC4)n1
    -122.6	17.8	-5.5	-5.1	-11.5	-26.3	2.5	-22.9	-91.9	2.7	-13.9
